HCV core dimer: blocks dimerization of HCV core protein. TR-FRET GST/Flag-core106 dimerization, 1536-well. inhibition, % at 5 µM. 300,000 tested, 0.33% active;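 active means inhibition above the mean of all tested compounds plus 3 SD, set per screening campaign, cut at about 45% in these data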
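Material: GST/Flag-tagged HCV core106 proteins. Incubation: 4 h, 22.5 °C incubation. Read-out basis: inhibition (%) from 671 over 617 nm ratio. Measured by: TR-FRET, excitation 340 nm, emission 617 and 671 nm.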
TPT1 inh: inhibitors of Candida albicans tRNA 2'-phosphotransferase TPT1; recombinant caTPT1, FP RNA substrate dephosphorylation; 300,000 tested, 0.81% active; inhibition, % at 5 µM; AID 1962;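 active means inhibition above the mean of all tested compounds plus 3 SD, set per screening campaign, cut at about 24% in these data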;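 further: plate controls were DMSO alone for no effect and ferristatin control at 100 nM for full effect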
PP1 inh: blocks human PP1-alpha phosphatase, a PP5 counter-screen. P62136. purified PP1alpha, OMFP fluorescence. inhibition, % at 6.7 µM. 320,000 tested, 0.9% active. AID 2235;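 active means inhibition above the mean inhibition of all tested compounds plus 3 SD, computed separately for each screening campaign, cut at about 15% in these data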
Target sequence (P62136 whole entry, looked up): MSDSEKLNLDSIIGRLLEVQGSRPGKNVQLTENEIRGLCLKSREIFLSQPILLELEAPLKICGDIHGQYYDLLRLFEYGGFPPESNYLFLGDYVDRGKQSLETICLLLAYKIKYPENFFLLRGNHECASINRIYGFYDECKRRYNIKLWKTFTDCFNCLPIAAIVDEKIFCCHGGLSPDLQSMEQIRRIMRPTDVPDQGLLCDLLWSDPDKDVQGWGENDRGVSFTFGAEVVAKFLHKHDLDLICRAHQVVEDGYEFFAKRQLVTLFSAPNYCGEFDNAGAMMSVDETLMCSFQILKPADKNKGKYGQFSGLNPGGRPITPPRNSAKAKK
PP5 inh: PP5 (human) phosphatase inhibition; AID 1987; inhibition, % at 6.7 µM; 320,000 tested, 0.18% active; P53041; purified PP5c, OMFP substrate fluorescence;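 active means inhibition above the campaign's mean inhibition across all tested compounds plus 3 SD, cut at about 9.5% in these data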;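 further: 0% = DMSO only and 100% = 100 µM cantharidin control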
EBNA-1 inhibitor: blocks EBNA-1 binding to DNA. EBNA-1 DNA binding, fluorescence polarization. 300,000 tested, 0.34% active. inhibition, % at 14.8 µM; in the data active means inhibition above about 28%
ZTA DNA inh: ZTA (EBV) inhibition in EBNA-1 counter-screen; 320,000 tested, 0.15% active; AID 2234; inhibition, % at 11 µM; ZTA-DNA binding, fluorescence polarization; P03206; in the data active means inhibition above about 33%
Target sequence (P03206 whole entry, looked up): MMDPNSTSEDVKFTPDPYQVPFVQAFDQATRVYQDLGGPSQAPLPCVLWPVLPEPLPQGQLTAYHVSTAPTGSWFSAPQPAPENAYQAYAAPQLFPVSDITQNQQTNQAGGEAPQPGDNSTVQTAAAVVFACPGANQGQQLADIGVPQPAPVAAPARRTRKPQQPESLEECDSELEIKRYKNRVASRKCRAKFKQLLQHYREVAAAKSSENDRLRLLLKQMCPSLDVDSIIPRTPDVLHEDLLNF
PREPL inhibitor: inhibits the human prolyl oligopeptidase-like enzyme; recombinant PREPL, fluorescence polarization activity-based probe; inhibition, % at 5.96 µM; 320,000 tested, 0.68% active; in the data active means inhibition above about 43%;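 further: 0% = enzyme with DMSO and 100% = wells lacking enzyme; many of its hits are not listed in these tables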
Efflux pump mplx: inhibitors of Candida antifungal efflux pumps expressed in yeast; S. cerevisiae Candida pump triplex, Nile Red efflux; inhibition, % at 10 µM; 330,000 tested, 0.44% active;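 active means plate passing quality check with inhibition over a set limit, or well fluorescence over plate mean plus 4 SD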;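 further: Nile Red retained in pooled yeast measured as flow cytometry median fluorescence; 0% = buffer negative control and 100% = Enniatin B positive control; higher means more Nile Red kept so more efflux inhibition; some compounds called inactive have numbers as strong as hits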
Fh CTSL1 inh: cathepsin L1 inhibition, PFM18AAP counter-screen. recombinant F. hepatica cathepsin L1, Z-Leu-Arg-MCA fluorescence. inhibition, % at 5.96 µM. 300,000 tested, 0.49% active. AID 1906;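 active means inhibition above the mean of all tested compounds plus 3 SD, set per screening campaign, cut at about 17% in these data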;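 further: 0% = plate median of test compound wells and 100% = 1 µM Z-Phe-Ala-diazomethylketone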
* hit, by the source's call; . = no result given; & = joins results of further samples. An excerpt; rates above refer to the full screens.

structure	HCV core dimer	Efflux pump mplx	ZTA DNA inh	EBNA-1 inhibitor	PREPL inhibitor	PP1 inh	PP5 inh	TPT1 inh	Fh CTSL1 inh
NC(=S)N/N=C/c1coc2c(ccc3ccccc32)c1=O	19	0.0	1	4	-6	3	0.7	0	1
CCOC(=O)c1ccc(S(=O)(=O)N2CCN(Cc3cc4c(cc3O)OCO4)CC2)cc1	.	-0.1	-1	.	11	-1	4.7	.	.
O=C1CC(C(=O)Nc2ccccc2)C2(CCCCC2)O1 (stereo not drawn)	-4	0.0	-8	-4	-3	-8	-0.1	-8	0
COc1ccc(C(=O)OC(C)CN2CCOCC2)cc1OC (stereo not drawn)	1	-0.1	-4	7	-1	-1	3.1	-3	-4
c1cncc(-c2nnc(C3CCCCC3)o2)c1	-4	-0.1	1	9	5	2	1.5	-2	0
Cc1ccc(-n2c(COc3cccc(C)c3)n[nH]c2=S)cc1	8	0.1	8	-9	-12	-5	-1.0	1	2
O=C(Nc1ccccc1F)c1coc(=O)c(Br)c1	-1	-0.1	-9	-9	-5	-5	-1.0	1	6
Cc1cc(NC(=O)CSc2nnnn2-c2ccccc2F)no1	-9	0.0	-14	6	7	0	-0.8	-1	-1
CC1CCCN(C(=O)Cn2nnc(-c3cccnc3)n2)C1 (stereo not drawn)	0	-0.1	9	7	-4	-2	-3.0	-2	1
CC(C)CCN1C(=O)c2ccc(-c3nc4ccccc4c(=O)o3)cc2C1=O	4	-0.1	-10	1	10	-2	4.7	-1	1
Cc1cc(C)n(-c2ccc(S(N)(=O)=O)cc2[N+](=O)[O-])n1	2	-0.2	5	2	10	-3	1.1	0	3
C=CCNCCOc1ccc(C)cc1[N+](=O)[O-]	11	-0.1	5	-5	7	-3	-1.0	-4	2
CCC(C(=O)NCc1ccc(C)cc1)c1ccccc1 (stereo not drawn)	-10	-0.3	-25	2	-4	1	0.4	-3	1
O=C(CSc1nnc(SCc2ccc(Cl)cc2)s1)N/N=C/c1ccc(Cl)cc1Cl	11	0.1	-7	5	1	2	-2.5	2	-5
Cc1c(C(=O)Nc2ccc(Cl)cn2)oc2ccccc12	8	0.6	3	-10	11	-1	-1.0	-4	3
Cc1ccc2c(C(=O)CN3CCN(C(=O)c4ccco4)CC3)c(C)[nH]c2c1	-13	0.1	-12	-1	7	-2	2.4	4	-1
O=C(CSc1cccc(C(F)(F)F)c1)NCc1ccccc1	-1	0.2	0	8	-1	0	-0.6	-4	2
Cc1ccc(NC(=S)N(CCCN2CCCC(C)C2)Cc2ccco2)cc1C (stereo not drawn)	-7	0.1	2	-7	26	-4	3.0	3	2
COc1ccccc1N1C(=N)S/C(=C\c2ccc(-c3ccccc3C(=O)O)o2)C1=O	-13	-0.1	-12	-1	16	-3	1.2	57*	6
CCOc1ccc(Br)cc1S(=O)(=O)Nc1ccc(C(=O)OC(C)C(=O)N(C)c2ccccc2)cc1 (stereo not drawn)	27	-0.1	-6	-3	-2	-3	4.1	-3	1
Fc1cccc(NC(=S)NCCCN2CCOCC2)c1	-17	-0.1	-20	-4	-9	-3	0.7	-2	2
CCOC(=O)Cc1cc(=O)n2[nH]c(-c3ccccc3)c(-c3ccccc3)c2n1	32	0.0	1	-2	2	39*	4.3	13	4
CN1CCN(NC(=O)Nc2cccc(F)c2)CC1	-5	-0.1	8	-4	0	0	2.0	-1	2
O=C(NCc1nc2ccccc2[nH]1)c1ccc(S(=O)(=O)N2CCCC2)cc1	-1	-0.1	-16	1	4	-1	0.7	3	-2
CC(=O)N=C1SC2CS(=O)(=O)CC2N1Cc1ccc(C)cc1 (stereo not drawn)	-1	0.0	12	12	-5	-5	-2.0	-3	-6
O=C1c2cccc(OCc3ccc(F)cc3)c2CCN1Cc1ccc(F)cc1	2	0.1	-26	-2	24	1	3.8	1	-1
Cc1ccc2nc(C3CCN(CC(=O)Nc4ccc5c(c4)OCCO5)CC3)[nH]c2c1	-1	0.3	-10	-4	-2	-1	0.3	0	-4
O=C(Nc1ccc(OCC(=O)N2CCOCC2)cc1)c1ccccc1F	-9	0.0	-7	10	10	-1	-1.4	0	2
COc1ccc(Cn2nnnc2C(c2ccc(F)cc2)N2CCN(C3CCCC3)CC2)cc1 (stereo not drawn)	7	0.0	-4	0	15	1	-1.6	-1	-2
CCOC(=O)c1[nH]c2c(c1C)C(=O)CC(c1ccc(OCC)c(OC)c1)C2 (stereo not drawn)	-4	0.1	-18	-3	-4	-2	1.1	-1	3
COc1cc(C=O)ccc1OCc1ccc(Cl)nc1	-4	-0.1	-9	-2	14	0	1.6	-2	-8
O=C(NCc1cccc(C(F)(F)F)c1)c1cccc(S(=O)(=O)NCc2ccccc2)c1	11	0.0	7	12	-4	0	3.1	-1	3
CCCN1CNC(=S)N(c2ccc(C(=O)OCC)cc2)C1	-7	-0.1	-21	6	-7	-1	3.0	-3	-4
CCSc1nnc(NC(=O)C(C(F)(F)F)C(F)(F)F)s1	0	0.3	-5	-10	-4	2	1.4	5	3
COc1cccc(NC(=O)CCS(=O)(=O)c2cc3c(cc2Cl)NC(=O)CO3)c1	-2	0.0	-3	-7	9	1	2.2	1	-5
CCOc1ccc(-c2nc(C#N)c(NCC(C)C)o2)cc1	2	0.0	-16	4	6	3	3.7	1	3
CC(C)[C@H](NC(=O)N1CC(=O)Nc2ccccc21)C(=O)N[C@@H](Cc1c[nH]c2ccccc12)C(=O)O	2	0.0	-14	0	0	0	-1.1	-3	4
CCn1c(=O)c2cc(C(=O)N(C)CC(OC)OC)sc2c2ccccc21	-6	-0.1	-3	-8	1	1	1.8	-5	-1
COc1ccc(/C=N/NC(=O)c2csc(-n3nc(C)cc3C(F)(F)F)n2)cc1	1	0.5	-15	2	-8	1	0.3	1	-3
CC(=O)Nc1ccc(N2S(=O)(=O)c3ccccc3S2(=O)=O)cc1	-2	0.1	3	1	-10	-3	-1.2	2	-4
O=C(NCc1ccco1)Nc1ccc(Br)cc1Cl	1	-0.1	9	1	-6	1	3.8	2	1
O=C(O)c1sccc1Oc1ccc(NS(=O)(=O)c2ccc(Cl)cc2)cc1	8	0.0	9	15	-3	2	-1.3	-3	-2
COc1ccccc1CNC(=O)C1CCC(=O)N1C(C)C (stereo not drawn)	-6	0.1	-1	-6	18	5	1.0	0	-2
CCOc1cc(/C=N/O)cc(Br)c1OCC(=O)NCc1ccccc1	6	0.1	-4	-12	-12	2	2.1	1	2
CC(C)=NNc1nc2c(c(=O)[nH]c(=O)n2C)n1CCc1ccccc1	13	0.2	3	1	16	3	-0.2	-1	-1
Cc1cnc(C(=O)OCc2ccc(Br)cc2)cn1	8	0.0	-3	-18	-1	0	0.2	4	-2
CC(C)CCNC(=O)c1cc(S(=O)(=O)N2CCc3ccccc32)cn1C	4	-0.1	-3	-13	-1	-1	1.6	-3	-2
O=C(O)CN=C(NS(=O)(=O)c1ccc(Cl)cc1)c1ccc(F)cc1	2	0.1	10	1	-5	0	-1.0	5	-4
COc1ccc(CC(=O)Oc2ccc(F)cc2)cc1	8	-0.1	8	3	7	1	0.7	2	5
COc1ccc(C2(C)NC(=O)N(Cc3cc(Cl)cc4c3OCOC4)C2=O)cc1OC (stereo not drawn)	2	0.0	-10	-7	7	-1	4.9	-5	1

A draw from above in order of count of non-hydrogen atoms, rising.
structure	HCV core dimer	Efflux pump mplx	ZTA DNA inh	EBNA-1 inhibitor	PREPL inhibitor	PP1 inh	PP5 inh	TPT1 inh	Fh CTSL1 inh
O=C(NCc1ccco1)Nc1ccc(Br)cc1Cl	1	-0.1	9	1	-6	1	3.8	2	1
COc1cc(C=O)ccc1OCc1ccc(Cl)nc1	-4	-0.1	-9	-2	14	0	1.6	-2	-8
CCSc1nnc(NC(=O)C(C(F)(F)F)C(F)(F)F)s1	0	0.3	-5	-10	-4	2	1.4	5	3
CCCN1CNC(=S)N(c2ccc(C(=O)OCC)cc2)C1	-7	-0.1	-21	6	-7	-1	3.0	-3	-4
CC(=O)Nc1ccc(N2S(=O)(=O)c3ccccc3S2(=O)=O)cc1	-2	0.1	3	1	-10	-3	-1.2	2	-4
O=C(O)CN=C(NS(=O)(=O)c1ccc(Cl)cc1)c1ccc(F)cc1	2	0.1	10	1	-5	0	-1.0	5	-4
CCOc1cc(/C=N/O)cc(Br)c1OCC(=O)NCc1ccccc1	6	0.1	-4	-12	-12	2	2.1	1	2
O=C(O)c1sccc1Oc1ccc(NS(=O)(=O)c2ccc(Cl)cc2)cc1	8	0.0	9	15	-3	2	-1.3	-3	-2
CCOC(=O)c1[nH]c2c(c1C)C(=O)CC(c1ccc(OCC)c(OC)c1)C2 (stereo not drawn)	-4	0.1	-18	-3	-4	-2	1.1	-1	3
COc1cccc(NC(=O)CCS(=O)(=O)c2cc3c(cc2Cl)NC(=O)CO3)c1	-2	0.0	-3	-7	9	1	2.2	1	-5
COc1ccc(C2(C)NC(=O)N(Cc3cc(Cl)cc4c3OCOC4)C2=O)cc1OC (stereo not drawn)	2	0.0	-10	-7	7	-1	4.9	-5	1
COc1ccc(Cn2nnnc2C(c2ccc(F)cc2)N2CCN(C3CCCC3)CC2)cc1 (stereo not drawn)	7	0.0	-4	0	15	1	-1.6	-1	-2
CC(C)[C@H](NC(=O)N1CC(=O)Nc2ccccc21)C(=O)N[C@@H](Cc1c[nH]c2ccccc12)C(=O)O	2	0.0	-14	0	0	0	-1.1	-3	4

Going on with the list.
structure	HCV core dimer	Efflux pump mplx	ZTA DNA inh	EBNA-1 inhibitor	PREPL inhibitor	PP1 inh	PP5 inh	TPT1 inh	Fh CTSL1 inh
Cc1sc2nc(-c3ccc(Br)cc3)oc(=O)c2c1C	6	0.1	-9	-8	-9	-3	2.1	0	0
Cc1ccccc1C(OCCN(C)C)c1ccccc1 (stereo not drawn)	-9	0.0&-0.1	-2	-4	-10&-13	3	2.6	0	-8
COc1ccc(C2(c3ccc(OC)cc3)NC(=O)N(CC(=O)NC3CCCC3)C2=O)cc1	-1	-0.2	2	1	3	-3	0.2	-2	-3
Cn1nccc1C(=O)Nc1cc(Cl)ccc1Cl	-2	0.0	-2	-4	6	0	0.8	-7	-1
C=CCN(c1ccccc1)S(=O)(=O)c1ccc2c(c1)N(C(C)=O)CCO2	-11	0.0	13	7	-7	-2	1.3	-6	2
COc1ccc(OC)c(CCNC(=O)CS(=O)(=O)Cc2nc(-c3ccc(C)cc3)oc2C)c1	-3	0.1	-8	-12	11	5	3.3	-1	2
Cc1cccc(CC2S/C(=N/N=C/c3ccco3)N(c3ccccc3)C2=O)c1 (stereo not drawn)	21	-0.1	-5	21	1	2	-0.3	3	-1
C/C(=N\NC(=O)CC(C)C)c1ccc(N2CCCCC2)cc1	-3	-0.2	9	4	4	-3	1.2	-1	3
CN(C)CCNC(=O)CNC(=S)N(Cc1ccccc1)Cc1ccccc1F	-5	0.1	-12	2	-15	6	-0.7	0	-1
CN(CC(=O)Nc1ccc(S(=O)(=O)N(C)C)cc1)Cc1ccc(C(F)(F)F)cc1	9	-0.3	-5	-7	-2	-1	1.8	-1	0
O=C(c1cnn(-c2cccc(F)c2)c1)c1ccccc1O	4	0.1	7	-11	6	2	1.3	0	0
Cc1sc2nc(-c3cccnc3)[nH]c(=O)c2c1-c1ccccc1	4	0.8	1	-4	2	0	-0.2	2	2

Bioassay records: PubChem BioAssay, several laboratories
